Source: PubChem BioAssay (ICCB-Longwood Screening Facility, Harvard Medical School)
PV pol inh = inhibitors of poliovirus RNA polymerase binding and polymerization; % elongation, % (compound at 16.7 µg/mL); poliovirus polymerase elongation, fluorescence polarization; hits give low values; P03300; hit rate 0.66% among 150,000; in the data active = % elongation below about 90%; note: some results filed as inactive read as strong as hits
Target sequence (P03300 1749-2209 limits assumed): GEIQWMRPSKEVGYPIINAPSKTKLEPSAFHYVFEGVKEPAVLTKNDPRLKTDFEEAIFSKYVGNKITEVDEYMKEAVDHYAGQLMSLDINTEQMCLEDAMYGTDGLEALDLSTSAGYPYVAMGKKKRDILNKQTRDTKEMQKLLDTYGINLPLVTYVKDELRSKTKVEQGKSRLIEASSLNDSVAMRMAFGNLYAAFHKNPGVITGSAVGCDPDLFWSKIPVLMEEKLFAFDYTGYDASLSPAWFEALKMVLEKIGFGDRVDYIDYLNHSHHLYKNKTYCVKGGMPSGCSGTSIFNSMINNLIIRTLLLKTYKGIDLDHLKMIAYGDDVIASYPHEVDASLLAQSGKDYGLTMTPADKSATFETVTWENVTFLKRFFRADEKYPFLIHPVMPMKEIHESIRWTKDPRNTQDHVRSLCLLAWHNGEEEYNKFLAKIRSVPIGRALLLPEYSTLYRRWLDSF
PV pol inh FP z-score = further read-out of PV pol inh, marked with its call; z-score; measured here: FP z-score; hits read low
Starred values were filed as active, the others as inactive; & = joins results of further samples. Not all compounds are listed; rates above refer to the full screens.

SMILES	PV pol inh	PV pol inh FP z-score
O=C(Nc1cccnc1)c1ccc(OCC2CCCO2)cc1 (stereo unspecified)	101	-0.2
COc1ccccc1NC(=O)c1sc(-c2ccc(Cl)cc2)cc1N	102	-0.1
CCOc1ccc(CNC(=O)C2CCCN(S(=O)(=O)N(C)c3ccc(F)cc3)C2)cc1OC (stereo unspecified)	115	1.4
Cc1cc(NC(=O)n2ncc3c(C)cccc32)ccc1Br	111	0.7
O=S1(=O)CC2(N3CCOCC3)CCCCCCC21 (stereo unspecified)	103	0.6
Cc1cc(C)c(NC(=S)N(CCN2CCCCC2)Cc2ccco2)c(C)c1	100	0
S=c1nc(C2CCCC2)nc2sccn12	95	-0.8
COc1cc(Br)cc2c1OC1(C)CC2NC(=O)N1 (stereo unspecified)	100	-0.9
CN(C)CC(O)Cn1c2ccc(Br)cc2c2cc(Br)ccc21 (stereo unspecified)	104&104	0.7&0.4
O=C(O)CCSc1nc2ccccc2o1	103	0.6
CN(C)C(=S)c1ccc(N(C)C)cc1	102	0.9
O=C(O)c1cccc2cccc(C(=O)O)c12	100	-0.3
O=c1ccc(-c2ccc(S(=O)(=O)NCC3CCN(CCc4cccs4)CC3)s2)n[nH]1	102	0.5
COc1ccc(NC(=O)CSc2cc(-c3ccccc3)nc(C)n2)cc1	99	-0.5
CC(C)(C)c1ccc(S(=O)(=O)N2CCN(C(=O)c3cc(-c4ccc(Br)cc4)n[nH]3)CC2)cc1	110	0.9
CCOC(=O)N1CCC(NC(=O)c2cc(C)on2)CC1	107	0.4
CCc1ccccc1NC(=O)Cn1c(SCc2ccc(F)cc2)nc2ccncc21	104	-0.9
O=C(NCc1ccccc1Cl)C1CCCN(S(=O)(=O)c2cccc3nsnc23)C1 (stereo unspecified)	110	0.7
COCCNC(=O)c1ccc2c(c1)N(Cc1cc(C)ccc1C)C(=O)c1ccccc1S2=O (stereo unspecified)	104	-0.1
O=C(NC1CC(=O)N(c2ccc(Cl)cc2)C1)C1CCCC1 (stereo unspecified)	102	-1.1
C=CCNC(=O)C1CCN(S(=O)(=O)CC)CC1	103	0.4
COC(=O)c1ccccc1NC(=O)CCn1c(=O)c2cccn2c2cccnc21	106	-0.2
Cc1ccc(C(=O)N2C3=C(CCCC3)C(=O)NC23CCCCC3)cc1	100	-0.2
Clc1ccccc1CN1CCN(Cc2ccco2)CC1	100	-0.4
COc1ccc(CCn2c(N)c(Br)c(=O)[nH]c2=O)cc1OC	99	-1.2
SMILES	PV pol inh	PV pol inh FP z-score
Cc1cccc(OCC(=O)Nc2ccc(NC(=O)c3ccco3)cc2)c1	100	-0.1
COC(CNC(=O)Cn1nc(-c2ccccc2)c2cc(Cl)ccc21)OC	99	-1.9
COCCN1Cc2cccc(C(=O)Nc3ccc4c(C)cc(=O)oc4c3)c2C1=O	103	0.7
COc1ccc(-c2nc3c(cc2C#N)c(=O)n(C)c(=O)n3CC(C)C)cc1	97	-0.7
CCCN1C(C(=O)c2ccccc2)=C(OC(=O)c2ccc(F)cc2)c2ccccc2S1(=O)=O	114	1.2
CNC(=O)O/N=C/c1nn(C(=O)C(C)(C)C)cc1Br	100	-0.2
O=C(NCCc1ccccc1)c1cc(-c2ccccc2)on1	101	0.1
CN[C@@H]1C2CN3CCC(O2)[C@@H]13 (stereo partly specified)	98	-0.4
COC(=O)C1CCN(C(=O)Cn2c(=O)cnc3ccccc32)CC1	109	0.8
CN1/C(=C\C(=O)CN2CCOCC2)C(C)(C)c2ccccc21	103	0
CCOc1ccc(C(=O)N2CCc3cc(OC)c(OC)cc3C2COc2ccc3c(C)cc(=O)oc3c2)cc1OCC (stereo unspecified)	107	0.6
Cc1ccc(C)c(Cn2c(=O)n(CCC(=O)NCc3ccc4c(c3)OCO4)c(=O)c3sccc32)c1	109	0.8
CCCC12CN3CC(CCC)(CN(C1)C3C(O)C(O)C(O)CO)C2=O (stereo unspecified)	102	0
CC(C(=O)O)N1C(=O)/C(=C/c2ccc(Cl)cc2)SC1=S (stereo unspecified)	100	-0.7
CC(C)(C)OC(=O)C(C)(C)S(=O)(=O)c1ccc(C(F)(F)F)cn1	111	0.9
COc1ccc(Cn2ccc3nc(C)c(C(=O)N4CCN(c5ccccc5)CC4)cc3c2=O)cc1	114	1.5
O=C(C1CC1)N1CCc2cc(S(=O)(=O)Nc3cccc(F)c3)ccc21	102	-0.1
CC1CCN(C(=O)COC(=O)c2ccc(C#N)cc2)CC1	100	-0.4
CCCCCn1c(CCNC(=O)c2cccc(C)c2)nc2ccccc21	108	1
O=C(CC1NCCNC1=O)Nc1ccccc1 (stereo unspecified)	102	0.7
O=C(NCC1CCCO1)c1ccc(NS(=O)(=O)c2ccccc2)cc1 (stereo unspecified)	103	0.8
Cc1ccc(NC(=O)c2ccc(N(Cc3ccccc3)S(C)(=O)=O)cc2)cc1	100	-0.5
CC(C)Cc1ccc(C(C)C(=O)Nc2cccc(-c3cnco3)c2)cc1 (stereo unspecified)	99	-0.9
Cc1ccccc1NS(=O)(=O)c1nnc(NC(=O)c2ccc(Cl)cc2)s1	105	-0.8
Cc1ccc(CCNC(=O)c2ccc(CS(=O)(=O)Cc3ccccc3F)o2)cc1	104	-0.3
SMILES	PV pol inh	PV pol inh FP z-score
O=C(O)c1nccnc1C(=O)N1CCN(c2nc3ccc(Cl)cc3s2)CC1	100	-0.4
CC(C)C(NS(=O)(=O)c1ccc2c(c1)oc(=O)n2C)C(=O)N1CCN(c2cccc(Cl)c2)CC1 (stereo unspecified)	112	1.4
CC1=C(C(=O)Nc2ccccc2C)C(c2ccc[nH]2)n2ncnc2N1 (stereo unspecified)	98	-1.8
O=C1NC(=Nc2ccccc2)S/C1=C/c1ccc(Cl)cc1	102	0.2
O=C(NC(Cc1nc2ccccc2n1CCO)c1ccccc1)c1ccccc1 (stereo unspecified)	104	1.2
O=C1CN(C(=O)c2ccccc2)C(c2ccc(F)cc2)c2cc(Br)ccc2N1 (stereo unspecified)	105	0.1
COc1ccccc1N1CCN(C(=O)Cn2ncc3c([nH]c4ccccc43)c2=O)CC1	110	0.9
Cc1noc(-c2ccccc2OCC(=O)Nc2ccccc2[N+](=O)[O-])n1	110	0.4
CCCc1nc2ccccc2n1CC(=O)N1CCc2ccccc2C1	104	1.3
COCCOc1ccc(C(F)(F)F)cc1NC(=O)CSc1nnc(-c2ccc(F)cc2)o1	104	0.2
CCOC(=O)c1cc2occc2n1CC(=O)N1CCCCC1C (stereo unspecified)	102	0.1
Cc1ccc(/C(O)=C2/C(=O)C(=O)N(CC3CCCO3)C23C(=O)N(C)c2ccccc23)cc1 (stereo unspecified)	101	0.2
Cc1cc(C)n(-c2ccc3nncn3n2)n1	102	0.1
CCOc1ccc(-c2nnc(SCC(=O)NC3CCCCC3)nc2-c2ccc(OCC)c(OC)c2)cc1OC	106	-0.1
N#C/C(=C(/O)Cn1nc(C(=O)O)c2ccccc2c1=O)c1nc2ccccc2[nH]1	112	0.7
CN(C)S(=O)(=O)c1ccc2c(c1)c(=O)c(C(=O)N1CCN(c3ccccc3)CC1)cn2C	101	0.3
COc1ccc(C(=O)c2oc3ccccc3c2NC(=O)c2nc(SC)ncc2Cl)cc1Cl	120	0.4
CCOc1ccc(C(=O)c2oc3ccccc3c2NC(=O)c2cc(-c3ccc(Cl)cc3)on2)cc1	104	-0.6
Cc1cccc(-c2nc(SCCCOc3cc(C)c(Cl)c(C)c3)n3[nH]c(=O)cc3n2)c1	103	-0.7
c1ccc(C2CCCN(c3ncnc4nc[nH]c34)C2)cc1 (stereo unspecified)	99	-0.2
CCc1ccccc1NC(=O)CCNS(=O)(=O)c1ccc2[nH]c(=O)ccc2c1	101	-0.2
CC(C=C1C(=O)NC(=O)NC1=O)c1ccccc1 (stereo unspecified)	104	0.1
COc1ccc(OC)c(NC(=O)CSC2=Nc3ccccc3C3=NC(CCC(=O)NCc4ccccc4)C(=O)N23)c1 (stereo unspecified)	100	-1.6
O=C1CCC(=O)N1CN1CCOCC1	102	0.8
CN(C)c1ccc(CNC(=O)C2CCCN(S(=O)(=O)c3ccc4c(c3)CCCC(=O)N4)C2)cc1 (stereo unspecified)	98	-2.1
SMILES	PV pol inh	PV pol inh FP z-score
Cc1c(C(=O)O)cc(-c2ccccc2)n1CCSCc1c(F)cccc1Cl	99	-1.2
CCCN(CCC)Cc1c(C(=O)O)nnn1-c1nonc1N	101	-0.2
Oc1ccc(/C=N/n2cnn(Cc3ccccc3Cl)c2=S)c(O)c1	87*	-2*
Cc1[nH]nc(-c2ccc(O)c(C)c2O)c1Oc1ccccc1	100	-0.1
Cc1cccc(NC(=O)CSC2=Nc3ccccc3C3=NC(CCC(=O)NCc4ccco4)C(=O)N23)c1 (stereo unspecified)	109	-0.9
COc1ccc(-c2nnc(SCC(=O)N[C@H](c3nc4ccccc4[nH]3)C(C)C)o2)cc1	102	-0.3
CCc1ccccc1NC(=O)C1CC2C=CC1C2 (stereo unspecified)	104	-0.3
Cc1cc2c(cc1S(=O)(=O)N(CCN(C)C)Cc1ccco1)OCC(=O)N2	106	-0.3
Cc1nc2sc(C(c3ccccc3)N3CCC(C)CC3)c(O)n2n1 (stereo unspecified)	98	-1.9
CCOc1ccc2c(O)csc2c1	103	0.3
Cc1ccc(CN2CC(C(=O)N3CCOCC3)CC2=O)cc1 (stereo unspecified)	100	-0.5
CCOC(=O)C1CCN(C(=O)COC(=O)c2ccc(C#N)cc2)CC1	108	1
O=C(CSCc1ccccc1)N1CCN(c2ncccn2)CC1	102	0
CCCC(=O)Nc1ccc(NC(=O)c2ccc3c(c2)OCO3)cc1	104	0.7
CC(C)NC(=O)c1ccccc1NC(=O)CCS(=O)(=O)Cc1ccccc1	100	-0.4
Cc1cc2c(cc1S(=O)(=O)CCC(=O)N1CCN(c3ccccc3)CC1)OCC(=O)N2	101	-1.1
O=C(/C=C/c1ccco1)NC(=S)Nc1ccccc1C(F)(F)F	102	0.3
CN(Cc1nc2ccccc2c(=O)[nH]1)Cc1nc2sc3c(c2c(=O)[nH]1)CCCC3	107	0.5
CCOc1ccccc1NC(=O)CNC(C)c1ccccc1OC (stereo unspecified)	109	1.2
CCOC(=O)c1cc(Cl)c(O)c(Cl)c1	100	-0.6
Cc1ccc(CSCCNC(=O)CN(c2cccc(C)c2C)S(=O)(=O)c2ccccc2)cc1	106	0.5
N#Cc1c(C(F)(F)F)cc(-c2cccs2)nc1SCc1nc2c(oc3ccccc32)c(=O)[nH]1	109	0.7
CC(=O)n1c2ccccc2c2c1c1ccccc1n2C	100	0.3
Cc1ccc2c(c1)c1c(n2CCc2ccncc2)CCN(C)C1	99	-0.4
CCOC(=O)c1c(C)sc2c(C)c(C)[nH]c12	102	0

A stretch from further up:
SMILES	PV pol inh	PV pol inh FP z-score
Cc1c(C(=O)O)cc(-c2ccccc2)n1CCSCc1c(F)cccc1Cl	99	-1.2
CCCN(CCC)Cc1c(C(=O)O)nnn1-c1nonc1N	101	-0.2

Next part
SMILES	PV pol inh	PV pol inh FP z-score
O=C(NCCN1CCOCC1)c1cn2ccccc2n1	103	0.3
Cc1ccc(-n2nc3c(N4CCCC(C(=O)NCc5ccc(Cl)cc5)C4)nnc(C)c3c2C)cc1 (stereo unspecified)	110	0.8
Cc1cc(=O)[nH]c(Nc2ccc(O)cc2)n1	101	0.5
CCOc1ccccc1NC(=O)Cn1c(=O)n(-c2ccc(C)cc2)c(=O)c2c1cnn2C	106	0.2
N#CCOc1ccc(C(=O)NC2CCN(Cc3ccccc3)CC2)cc1	103	0.1
C1CCc2nnnn2CC1	99	-0.1
CCCCNC(=O)CCCn1c(=O)c2ccccc2n(Cc2ccccc2C)c1=O	103	-0.8
Cn1ncc(C#N)c1/N=C/N1CCCCC1	103	0.6
Cc1nc2sccn2c(=O)c1S(=O)(=O)N1CCN(c2ccccc2)CC1	105	1.7
O=C(NC(=S)N(Cc1cccnc1)Cc1ccccc1Cl)c1ccccc1	103	0
c1ccc2[nH]c(C3CCN(CCC4OCCO4)CC3)nc2c1	102	-0.2
CCCNC(=O)Nc1[nH]c(C)c(C(=O)OCC)c1C	103	0.2
CC(C)C(=O)Nc1ccc2oc(-c3cccc4c(Br)cccc34)nc2c1	98	-0.8
Cc1ccc(C(C)C)c(OCCN2CC(C)CC(C)C2)c1 (stereo unspecified)	102	0.2

Grouped by structure, those above containing an NH in an aromatic ring.
SMILES	PV pol inh	PV pol inh FP z-score
O=c1ccc(-c2ccc(S(=O)(=O)NCC3CCN(CCc4cccs4)CC3)s2)n[nH]1	102	0.5
CC(C)(C)c1ccc(S(=O)(=O)N2CCN(C(=O)c3cc(-c4ccc(Br)cc4)n[nH]3)CC2)cc1	110	0.9
COc1ccc(CCn2c(N)c(Br)c(=O)[nH]c2=O)cc1OC	99	-1.2
CC1=C(C(=O)Nc2ccccc2C)C(c2ccc[nH]2)n2ncnc2N1 (stereo unspecified)	98	-1.8
COc1ccccc1N1CCN(C(=O)Cn2ncc3c([nH]c4ccccc43)c2=O)CC1	110	0.9
N#C/C(=C(/O)Cn1nc(C(=O)O)c2ccccc2c1=O)c1nc2ccccc2[nH]1	112	0.7
Cc1cccc(-c2nc(SCCCOc3cc(C)c(Cl)c(C)c3)n3[nH]c(=O)cc3n2)c1	103	-0.7
c1ccc(C2CCCN(c3ncnc4nc[nH]c34)C2)cc1 (stereo unspecified)	99	-0.2
CCc1ccccc1NC(=O)CCNS(=O)(=O)c1ccc2[nH]c(=O)ccc2c1	101	-0.2
Cc1[nH]nc(-c2ccc(O)c(C)c2O)c1Oc1ccccc1	100	-0.1
COc1ccc(-c2nnc(SCC(=O)N[C@H](c3nc4ccccc4[nH]3)C(C)C)o2)cc1	102	-0.3
CN(Cc1nc2ccccc2c(=O)[nH]1)Cc1nc2sc3c(c2c(=O)[nH]1)CCCC3	107	0.5
N#Cc1c(C(F)(F)F)cc(-c2cccs2)nc1SCc1nc2c(oc3ccccc32)c(=O)[nH]1	109	0.7
CCOC(=O)c1c(C)sc2c(C)c(C)[nH]c12	102	0
Cc1cc(=O)[nH]c(Nc2ccc(O)cc2)n1	101	0.5
c1ccc2[nH]c(C3CCN(CCC4OCCO4)CC3)nc2c1	102	-0.2
CCCNC(=O)Nc1[nH]c(C)c(C(=O)OCC)c1C	103	0.2
